Vif inh – inhibitors of HIV Vif. inhibition, % at 7.49 µM. HEK293T cells, Vif self-association by quenched fluorescence, imaging, 24 h. AID 602346. actives 0.35% (n = 340,000); in the data active = inhibition above about 50%, passing the limit was not always enough; note: some results filed as inactive read as strong as hits
KKLEB tox – CF airway cell cytotoxicity counter-screen | KKLEB CF airway cells viability, ATPlite luminescence, overnight; stronger effect = lower value; cells stimulated with P. aeruginosa culture filtrate | activity change (cytotoxicity), % at 5 µM | actives 0.36% (n = 360,000) | AID 602141;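 active = corrected activity change at or below -50% at 5 µM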
TRPM1 prom inh – reduces MITF-dependent TRPM1 promoter luciferase signal; SK-MEL-5 TRPM1 promoter luciferase, 24 h; inhibition, % at 12.5 µM; actives 0.83% (n = 330,000);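 active = mean inhibition across replicates of 60% or more, whatever share of single replicates reaches that level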; note: values of inactives mirror those of a sister screen read the other way
CF NFkB block – blocks PAF-induced NF-kB reporter in cystic fibrosis cells. KKLEB NF-kB-GFP reporter, GFP fluorescence overnight. inhibition, % at 5 µM. actives 0.86% (n = 360,000). AID 588850;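 active = at least 50% inhibition at 5 µM, scaled per plate between neutral and stimulator controls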;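 note: PAF is a Pseudomonas aeruginosa culture filtrate used as stimulus; plate controls were PAF-stimulated DMSO wells for no effect and unstimulated DMSO wells for full effect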
NR2E3 ag-1 – NR2E3 (human) agonism; Q9Y5X4; GST-NR2E3/biotin-RetCOR TR-FRET, 1536-well; inhibition of corepressor binding, % at 4.78 µM; actives 0.12% (n = 320,000); AID 2300;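 active = percent inhibition above the cutoff of mean plus 3 SD of all tested compounds, set per screening campaign, cut at about 20% in these data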;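 note: 0% = DMSO wells and 100% = biotin wells as full block of FRET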
Target sequence (Q9Y5X4 whole entry, looked up): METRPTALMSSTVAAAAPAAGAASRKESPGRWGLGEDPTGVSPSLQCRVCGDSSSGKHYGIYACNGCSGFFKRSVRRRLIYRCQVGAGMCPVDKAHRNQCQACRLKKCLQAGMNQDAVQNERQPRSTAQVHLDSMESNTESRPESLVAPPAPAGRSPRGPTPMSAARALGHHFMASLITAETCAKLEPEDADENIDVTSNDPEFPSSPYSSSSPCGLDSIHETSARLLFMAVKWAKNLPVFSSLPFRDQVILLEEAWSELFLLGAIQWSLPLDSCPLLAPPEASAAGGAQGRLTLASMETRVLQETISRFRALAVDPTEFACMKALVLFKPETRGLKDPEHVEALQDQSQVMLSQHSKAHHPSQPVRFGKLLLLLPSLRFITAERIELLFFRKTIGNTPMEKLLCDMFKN
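system = GST-tagged NR2E3 plus biotinylated RetCOR corepressor | input = 1.35 nM GST-NR2E3 | also added = 7 nM biotin-RetCOR | schedule = 5 h incubation at 4 °C | measured by = TR-FRET with europium anti-GST and streptavidin-D2, 340 nm excitation | read-out = percent loss of FRET ratio relative to control wells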
PDI inh – inhibitors of human protein disulfide isomerase; PDI insulin aggregation turbidity, A650, 90 min; inhibition, % at 10 µM; actives 0.052% (n = 350,000);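 active = mean inhibition across replicates of 30% or more, whatever share of single replicates reach that level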;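 note: absorbance from insulin aggregation driven by PDI reduction with DTT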
Target sequence (P07237 whole entry, looked up): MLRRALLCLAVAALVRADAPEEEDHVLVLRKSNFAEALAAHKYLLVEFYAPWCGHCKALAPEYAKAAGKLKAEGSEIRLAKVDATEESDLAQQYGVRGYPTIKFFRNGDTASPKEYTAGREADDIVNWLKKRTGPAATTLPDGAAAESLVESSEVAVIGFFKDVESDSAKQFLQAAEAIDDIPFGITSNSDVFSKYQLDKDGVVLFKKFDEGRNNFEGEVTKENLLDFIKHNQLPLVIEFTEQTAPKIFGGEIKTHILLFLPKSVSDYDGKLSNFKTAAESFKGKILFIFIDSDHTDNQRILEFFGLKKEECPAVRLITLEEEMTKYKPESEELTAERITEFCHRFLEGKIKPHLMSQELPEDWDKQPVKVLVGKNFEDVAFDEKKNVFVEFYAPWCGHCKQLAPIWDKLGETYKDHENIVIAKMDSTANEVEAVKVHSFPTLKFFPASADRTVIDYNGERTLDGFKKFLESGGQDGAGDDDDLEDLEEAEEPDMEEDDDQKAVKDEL
CaV13 ICDI inh – Primary screen for inhibitors of IQ motif and Ca2+-dependent inactivation inhibitor domain binding in CACNA1D, Förster resonance energy transfer in living cells, … | HEK cells, CFP/YFP FRET ICDI-IQ, plate reader, 10 min; percent FRET-ratio fall versus neutral wells | inhibition, % at 12.3 µM | actives 0.098% (n = 340,000) | AID 743397;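 active = mean replicate inhibition of at least 30% and at least 1% of replicates passing that level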;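 note: 0% = median of the neutral control wells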
Peg3 promoter – reduces Peg3 promoter-driven luciferase expression in HeLa. HeLa PEG-Prom luciferase reporter, luminescence, overnight. inhibition, % at 20 µM. actives 1.7% (n = 360,000). AID 588405;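 active = inhibition of at least 50% at 20 µM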
Shn3 inh set2 – reduces Shn3 3'UTR luciferase signal in osteoblasts | actives 0.52% (n = 360,000) | inhibition, % at 12.5 µM | Clone20 osteoblast Shn3 3'UTR firefly luciferase, 24 h | AID 588674;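 active = mean inhibition of at least 75% with every replicate also reaching 75%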;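 note: 0% = median of neutral control wells and 100% = pilot-screen positive control compound; some compounds past the cut are filed as inactive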
HIF-2a inh – blocks HIF-2a reporter activity. 786-0 RCC cells HIF-2a reporter, luciferase luminescence, overnight. inhibition, % at 18.8 µM. actives 0.72% (n = 360,000). AID 624352;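 active = inhibition of the luminescence signal of 40% or more relative to plate controls, in a single-dose primary screen at 18.75 µM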
NR2E3 ag-2 – agonists of human NR2E3 nuclear receptor. Q9Y5X4. CHO-S Gal4-NCOR/VP16-NR2E3 two-hybrid, luciferase. inhibition of corepressor binding, % at 3.98 µM. actives 0.35% (n = 360,000). AID 602229;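 active = inhibition above the mean of all tested compounds plus 3 SD, cut at about 70% in these data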;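 note: 0% = DMSO with NR2E3 transfected cells and 100% = cells lacking NR2E3 construct; higher means lower luciferase signal from less NR2E3 corepressor binding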
Numbers without * were called inactive; . = no result given.

SMILES	Vif inh	KKLEB tox	TRPM1 prom inh	CF NFkB block	NR2E3 ag-1	PDI inh	CaV13 ICDI inh	Peg3 promoter	Shn3 inh set2	HIF-2a inh	NR2E3 ag-2
CS(=O)(=O)N(CC(=O)Nc1ccc(S(=O)(=O)N2CCOCC2)cc1)c1ccccc1Cl	0	7	-4	-21	-3	1	-7	18	-6	12	-4
N#C/C(=C\c1ccc(-c2ccccc2[N+](=O)[O-])o1)C(=O)Nc1nc(-c2cccs2)cs1	-4	1	-13	-8	3	10	-5	-6	-9	-25	-6
Cc1ccc(N(C(=O)c2csnn2)C(C(=O)NCc2ccccc2)c2ccccn2)cc1 (configuration not stated)	25	6	30	-1	4	-2	-4	-9	0	-2	-14
O=C(c1c[nH]c2ccc(S(=O)(=O)N3CCOCC3)cc2c1=O)N1CCCC1	7	-6	4	-3	-4	-5	.	10	-6	20	-5
O=c1c2ccccc2cnn1CCOc1ccccc1	2	3	58	-27	-4	-4	-7	44	58	54*	-92
COc1cc(/C=C/C(=O)OCC(=O)Nc2nnc(-c3ccccc3)o2)cc(OC)c1OC	-5	-4	-6	-10	5	17	-5	-4	-7	4	-21
CN1C2C=CC(=O)C1C1C(=O)N(c3ccccc3)C(=O)C12 (configuration not stated)	.	-6	.	62*	.	.	-4	38	-9	22	-2
O=C(CCn1nnc2ccccc21)OCC(=O)c1ccc([N+](=O)[O-])cc1	1	6	7	15	2	-9	-5	-27	11	-15	5
CCOC(=O)c1cnc2c(C)c(Cl)ccc2c1N1CCOCC1	7	-18	.	3	3	2	-5	13	8	-1	-21
COc1cccc(C(C2=C(O)CC(C)(C)CC2=O)C2C(=O)CC(C)(C)CC2=O)c1 (configuration not stated)	-7	-1	6	10	-1	8	-16	20	-66	17	-16
Cc1nc2ccccc2c(=O)n1NC(=O)c1ccccc1F	0	9	7	8	-1	-1	-5	4	-5	-2	-36
CCOC(=O)C(C)(C)Oc1cccc2c1S(=O)(=O)c1ccccc1-2	-3	12	-4	16	3	-7	-2	-1	-9	-7	-13
CCSc1nnc(C)c2ccccc12	-8	-6	-5	-5	2	10	.	-27	10	-11	-23
CCCn1c(C(C)C)n[nH]c1=S	2	8	12	-10	3	1	-6	8	10	9	-1
O=C(COC(=O)c1ccc(S(=O)(=O)Nc2ccccc2)cc1)NC1CCCC1	28	6	-2	10	1	1	-5	-3	5	9	-15
CCCN1Cc2cccc(C(=O)Nc3ccc4c(c3)OCO4)c2C1=O	.	3	-32	-9	-1	-4	.	-28	5	-19	-38
Nc1ncc2c(n1)CCN(c1ccc([N+](=O)[O-])cc1)C2	4	-20	-4	-5	-1	-4	-4	41	14	13	-50
Nc1c(C(=O)Nc2ccccc2F)sc2nc(Cc3ccccc3)cc(C(F)(F)F)c12	.	-21	-10	-65	-3	9	-10	36	-13	4	1
CCN(CC)C(=O)COC(=O)C1CCN(S(=O)(=O)c2ccc3c(c2)OCCO3)CC1	-3	-2	0	5	1	-2	-6	4	-10	15	-4
N#Cc1cc([N+](=O)[O-])ccc1NCCN1CCOCC1	3	-8	0	-2	2	18	-1	4	-4	16	8
Cc1ccc(C(=O)N2CCN(Cc3nc4sc5c(c4c(=O)[nH]3)CCCC5)CC2)cc1	27	-8	19	1	-3	2	-7	27	19	10	-37
COc1cc(C(=O)NCC(=O)Nc2c(C)cccc2C)ccc1OCc1ccccc1	.	0	-11	-1	-1	-6	-2	-31	-11	-19	-3
COc1cccc(C(=O)Nc2cccc(-c3nnc(-c4ccco4)o3)c2)c1	.	-5	12	-37	0	1	-2	94*	-6	-68	-117
Cc1cc2c(c(=O)n1Cc1ccccn1)C(c1ccc3c(c1)OCO3)C(C#N)=C(N)O2 (configuration not stated)	3	-18	13	10	0	4	-3	15	17	12	-6
O=C(NC1CCCC1)C(c1ccsc1)N(Cc1ccccc1)C(=O)Cc1cccs1 (configuration not stated)	.	-5	-11	3	-2	-7	-9	27	19	0	1

A second format for some results above:
molecule | Vif inh | KKLEB tox | TRPM1 prom inh | CF NFkB block | NR2E3 ag-1 | PDI inh | CaV13 ICDI inh | Peg3 promoter | Shn3 inh set2 | HIF-2a inh | NR2E3 ag-2
N#C/C(=C\c1ccc(-c2ccccc2[N+](=O)[O-])o1)C(=O)Nc1nc(-c2cccs2)cs1 | -4 | 1 | -13 | -8 | 3 | 10 | -5 | -6 | -9 | -25 | -6
O=C(NC1CCCC1)C(c1ccsc1)N(Cc1ccccc1)C(=O)Cc1cccs1 (configuration not stated) | . | -5 | -11 | 3 | -2 | -7 | -9 | 27 | 19 | 0 | 1
CCN(CC)C(=O)COC(=O)C1CCN(S(=O)(=O)c2ccc3c(c2)OCCO3)CC1 | -3 | -2 | 0 | 5 | 1 | -2 | -6 | 4 | -10 | 15 | -4
CCOC(=O)c1cnc2c(C)c(Cl)ccc2c1N1CCOCC1 | 7 | -18 | . | 3 | 3 | 2 | -5 | 13 | 8 | -1 | -21

(next part)
SMILES	Vif inh	KKLEB tox	TRPM1 prom inh	CF NFkB block	NR2E3 ag-1	PDI inh	CaV13 ICDI inh	Peg3 promoter	Shn3 inh set2	HIF-2a inh	NR2E3 ag-2
Nc1cc(=O)[nH]c(SCC(=O)Nc2ccccc2Sc2ccc(Cl)cc2)n1	-22	-3	3	-2	7	5	3	8	7	19	-13
COc1ccc([C@@H]2C(C#N)=C(N)S[C@@H](c3ccccc3)[C@@H]2[N+](=O)[O-])cc1	3	1	-7	10	-3	8	-3	13	-5	19	-4
COc1cccc(-c2nnc(SCc3cccnc3)o2)c1	-2	-10	-52	13	1	2	-4	-150	-42	-193	-64
CCCCCn1cnc2sc(-c3ccccc3)cc2c1=O	7	-2	-115	9	-1	6	-4	-268	-53	-289	-96
COc1cccc(C(=O)NC2CC3CCCC(C2)N3CC(=O)Nc2ccc(N(C)C)cc2)c1 (configuration not stated)	-7	12	5	-2	0	-3	-6	14	8	-7	-12
CC(C)N(CC#CCC(O)(c1ccccc1)c1ccccc1)CCO	2	-5	-6	12	.	-4	-4	2	17	15	2
CCC(C)NC(=O)Nc1ccccc1F (configuration not stated)	5	-8	-2	16	-3	13	-5	-6	0	-5	-3
Cc1ccc(S(=O)(=O)NC(=O)C2(C)CCN2C(=O)c2ccccc2)cc1 (configuration not stated)	-6	0	.	-10	.	-22	-12	0	12	6	-24
CN(c1ccc(C(=O)NCc2ccco2)cc1)S(C)(=O)=O	.	-5	0	10	-4	10	-4	-11	4	-1	3
C[C@H]1CN([C@@H](C)CO)C(=O)CCCn2cc(nn2)CO[C@@H]1CN(C)C(=O)c1ccncc1	-1	-10	.	-5	.	-1	-4	2	-16	14	-29
COc1ccc([C@H]2CC(=O)C=C(c3cccc(Cl)c3O)C2)cc1OC	-3	-15	5	5	2	-6	-6	-16	24	-15	0
COc1ccccc1Nc1ccc(S(=O)(=O)N2CCCCC2)cc1[N+](=O)[O-]	-3	-2	-9	9	0	-5	-14	18	3	25	11
CCOC(=O)Cn1c(C(C)=O)nc2ccccc21	15	11	9	-22	-1	.	-2	-1	12	10	-12
CCCCn1c(SCC(=O)Nc2ccc3c(c2)CCC3)nc2ccccc2c1=O	0	5	10	0	6	-16	-1	11	4	19	12
COc1cc(S(=O)(=O)n2ccc(C)n2)c(OC)cc1Cl	17	5	8	5	2	-11	-5	14	7	11	23
Cc1ccccc1NC(=O)CN1C(=O)S/C(=C/c2cccnc2)C1=O	-5	-6	-10	5	0	-1	-3	1	-1	2	14
O=C(NCc1ccccc1Cl)c1ccc(CSc2nc3ccncc3[nH]2)cc1	-5	-13	-8	21	-2	-3	-2	23	4	2	-4
COc1ccccc1C(=O)N1CCN(C(=O)c2oc3ccc(C)cc3c2C)CC1	2	-11	-8	-1	-1	10	-5	-9	-7	-8	19
CCOC(=O)N1CCN(C(=O)c2ccc(CS(=O)Cc3ccccc3Cl)o2)CC1 (configuration not stated)	-5	-10	5	-2	-1	-1	-3	13	-15	12	-4
CCN(CC)C(=O)c1ccc2c(=O)n(CCOC)c(=S)[nH]c2c1	-4	4	-4	-4	2	-5	-4	-13	14	16	4
COc1ccc(NCc2nnc(SCC(=O)Nc3cc(C(F)(F)F)ccc3Cl)o2)cc1	-1	-30	9	1	0	-3	-6	12	11	9	1
Cc1c(-c2ccccc2)n[nH]c1C(=O)NN	1	-1	-18	14	3	5	9	-7	-31	2	-34
COc1ccc2[nH]c(=O)c(CN(CCCN(C)C)C(=O)Nc3ccccc3)cc2c1	4	6	-9	3	-4	12	.	-5	19	3	-17
O=C(CCc1ccc(S(=O)(=O)N2CCOCC2)cc1)N/N=C/c1ccc(O)c(O)c1O	-1	-2	5	12	2	-1	-4	3	-21	23	-7
COC(=O)/C=C1\N/C(=N/c2nc(C)c3cc(OC)ccc3n2)NC1=O	24	-12	10	-28	2	9	.	15	65	15	-15
O=C(COC(=O)c1ccccc1-n1cnnn1)c1ccccc1	-5	0	-5	-11	-1	-4	-5	7	-29	-88	-26
O=C(CCSc1ccc(F)cc1)NNC(=O)c1ccccc1Cl	4	5	-6	-22	4	-1	-5	-1	-6	8	-4

Sorted by molecular weight (high to low): 3 of the compounds above.
SMILES	Vif inh	KKLEB tox	TRPM1 prom inh	CF NFkB block	NR2E3 ag-1	PDI inh	CaV13 ICDI inh	Peg3 promoter	Shn3 inh set2	HIF-2a inh	NR2E3 ag-2
C[C@H]1CN([C@@H](C)CO)C(=O)CCCn2cc(nn2)CO[C@@H]1CN(C)C(=O)c1ccncc1	-1	-10	.	-5	.	-1	-4	2	-16	14	-29
COc1ccc2[nH]c(=O)c(CN(CCCN(C)C)C(=O)Nc3ccccc3)cc2c1	4	6	-9	3	-4	12	.	-5	19	3	-17
CCCCCn1cnc2sc(-c3ccccc3)cc2c1=O	7	-2	-115	9	-1	6	-4	-268	-53	-289	-96

High-throughput results as filed in PubChem.
